# Source: PubChem BioAssay (several laboratories)
# TCR CD3 inh – blocks the human TCR-CD3 interaction | inhibition, % at 9.4 µM | AID 651800 | TAMRA-labeled TCR probe fluorescence, biochemical | actives 0.37% (n = 360,000); in the data active = inhibition above about 19%;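 note: recombinant mutant TCR 2C K166C tagged with TAMRA read by polarization; 0% = receptor in buffer alone and 100% = receptor with positive control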
# mABHD4 FP – inhibits mouse alpha/beta hydrolase domain 4; inhibition, % at 8.92 µM; purified mABHD4, FP-Rh probe fluorescence polarization; AID 720543; actives 0.54% (n = 370,000); Q8VD66;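 active = inhibition exceeding the mean over every tested compound plus 3 SD, cut at about 30% in these data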;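 note: 0% = plate median of compound wells and 100% = S159A mutant with DMSO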
#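 System: mouse ABHD4 enzyme, wild type / Medium: HEPES pH 7.0, NaCl, Pluronic buffer / Reagent: FP-Rh activity-based fluorescent probe / Control set: S159A mutant high control, sample median low control / Detection: fluorescence polarization with parallel and perpendicular emission, 525/598 nm / Schedule: 45 min + 60 min at 25 °C / Compound dosing: 8.92 µM, single dose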
# LEDGF integ inh – blocks HIV-1 LEDGF/p75-dependent DNA integration; TR-FRET IN-LEDGF/p75 DNA integration, Eu/Cy5; inhibition, % at 3.7 µM; actives 0.64% (n = 370,000); AID 743269;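 active = inhibition above the screen-wide mean plus 3 SD, cut at about 13% in these data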;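 note: signal is the Cy5 over europium emission ratio at 671 and 618 nm; 0% = plate median of compound wells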
# PRMT1 inh – PRMT1 (human) inhibition, primary screen. Q99873. recombinant PRMT1, activity-based probe fluorescence polarization. inhibition, % at 2.79 µM. actives 1.3% (n = 370,000);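 active = inhibition above about 21% made by adding two undisclosed values, limit read from the data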
# rCAG RNA binder – molecules binding r(CAG) RNA repeats; r(CAG) RNA repeat, TO-PRO-1 dye displacement fluorescence; inhibition, % at 3 µM; actives 1.3% (n = 370,000);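 active = inhibition above the plate cutoff, the mean of all test compounds on that plate plus 3 SD, cut at about 35% in these data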;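 note: 0% = DMSO alone and 100% = 100 µM mitoxantrone as full dye displacement; higher means more dye released from RNA so lower well fluorescence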
# NR1D1 modulator – Rev-erb alpha (human) modulation. P20393. activity, % at 10 µM. AID 1259318. actives 0.79% (n = 370,000). Rev-erbα–FITC-DNA binding, fluorescence polarization, 90 min;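 active = activity above about 14%, limit read from the data; passing the limit was not always enough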;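 note: 0% = DMSO wells with 35 nM protein and 100% = DMSO wells with 750 nM protein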
# Target sequence (P20393 whole entry, looked up): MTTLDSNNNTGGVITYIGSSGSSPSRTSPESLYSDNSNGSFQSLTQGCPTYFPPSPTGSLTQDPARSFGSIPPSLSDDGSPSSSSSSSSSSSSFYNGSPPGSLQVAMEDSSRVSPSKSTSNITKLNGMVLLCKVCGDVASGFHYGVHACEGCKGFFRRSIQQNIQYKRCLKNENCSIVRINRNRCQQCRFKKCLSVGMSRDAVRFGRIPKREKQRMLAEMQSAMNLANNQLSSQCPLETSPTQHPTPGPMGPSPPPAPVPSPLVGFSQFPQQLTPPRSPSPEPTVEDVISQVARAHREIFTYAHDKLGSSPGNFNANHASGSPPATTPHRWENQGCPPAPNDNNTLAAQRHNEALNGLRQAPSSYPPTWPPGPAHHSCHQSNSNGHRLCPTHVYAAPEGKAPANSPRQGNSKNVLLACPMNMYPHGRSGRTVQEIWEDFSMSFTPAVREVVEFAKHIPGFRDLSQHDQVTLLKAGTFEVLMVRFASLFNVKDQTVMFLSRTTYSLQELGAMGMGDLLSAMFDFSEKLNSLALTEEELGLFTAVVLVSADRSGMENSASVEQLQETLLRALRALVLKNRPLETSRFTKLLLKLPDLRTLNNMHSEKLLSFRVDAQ
# PG9 Ab binder – PG9 antibody binding by small molecule; inhibition, % at 6.7 µM; TR-FRET gp120-PG9 antibody binding; actives 0.43% (n = 360,000); in the data active = inhibition above about 8.5%
# MBD2 DNA inh – inhibitors of human MBD2 binding to methylated oligonucleotide; Q9UBB5; AID 686964; TR-FRET; inhibition, % at 4.4 µM; actives 0.31% (n = 370,000); in the data active = inhibition above about 13%
# Target sequence (Q9UBB5 whole entry, looked up): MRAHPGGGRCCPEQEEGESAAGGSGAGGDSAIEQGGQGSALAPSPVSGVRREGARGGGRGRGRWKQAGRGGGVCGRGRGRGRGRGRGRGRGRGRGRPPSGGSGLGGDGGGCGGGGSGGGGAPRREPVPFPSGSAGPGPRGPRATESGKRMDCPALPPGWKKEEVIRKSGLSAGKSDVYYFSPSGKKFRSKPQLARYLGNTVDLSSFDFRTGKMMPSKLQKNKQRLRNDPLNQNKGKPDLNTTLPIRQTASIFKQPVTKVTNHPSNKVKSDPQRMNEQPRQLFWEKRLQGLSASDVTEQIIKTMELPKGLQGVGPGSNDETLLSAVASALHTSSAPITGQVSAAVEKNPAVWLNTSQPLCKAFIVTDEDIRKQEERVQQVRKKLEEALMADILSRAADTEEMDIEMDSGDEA
# HTRA1 inh – HTRA1 (human) protease inhibition; Q92743; recombinant HTRA1, FP-rhodamine activity-based probe, fluorescence polarization; inhibition, % at 5.96 µM; actives 0.5% (n = 340,000); in the data active = inhibition above about 36%;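 note: 0% = enzyme with DMSO and 100% = wells lacking enzyme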
# UHRF1 binding – blocks human UHRF1 binding to methylated DNA; actives 0.75% (n = 370,000); UHRF1 binding to methylated oligo, TR-FRET; inhibition, % at 4.4 µM; in the data active = inhibition above about 21%;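 note: UHRF1 SRA domain binding a hemimethylated CpG hairpin DNA probe; 0% = median of test compound wells and 100% = reference inhibitor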
# Active calls of the source: *; nt = no result given; & = joins results of further samples.
# Key to letters: A = TCR CD3 inh; B = mABHD4 FP; C = LEDGF integ inh; D = PRMT1 inh; E = rCAG RNA binder; F = NR1D1 modulator; G = PG9 Ab binder; H = MBD2 DNA inh; I = HTRA1 inh; J = UHRF1 binding
1) Cc1cccc(N(C)S(=O)(=O)c2csc(C(N)=O)c2)c1
  A: 3; B: 0; C: -4; D: 4; E: -3; F: 8; G: -1.1; H: 5; I: -1; J: -2
2) CCc1ccc(-c2csc(NC(=O)c3cccnc3)n2)cc1
  A: -4; B: -14; C: 1; D: -2; E: 5; F: -1; G: 0.1; H: -2; I: -12; J: 3
3) Cc1ccc(NC(=O)CSCc2n[nH]c(=O)[nH]2)c(Br)c1
  A: 13; B: -3; C: 1; D: -3; E: -2; F: -1; G: -0.5; H: 4; I: 5; J: 1
4) Cc1cccc(NC(=S)N(CCN2CCOCC2)Cc2cc3cc4c(cc3[nH]c2=O)OCCO4)c1
  A: -12; B: 3; C: -3; D: 1; E: 2; F: -7; G: 2.9; H: 3; I: -2; J: 3
5) CCOc1nc2cnccc2n(CC(=O)Nc2cccc(C)c2)c1=O
  A: 4; B: 0; C: 3; D: -1; E: 2; F: -1; G: -2.5; H: 3; I: 0; J: -1
6) O=c1cc(CO)oc(C(Nc2ccccn2)c2ccccc2F)c1O (stereo not drawn)
  A: 0; B: 13; C: -3; D: 21; E: 4; F: -2; G: 1.3; H: 2; I: 7; J: 0
7) O=c1oc2cc(O[C@@H]3OC[C@@H](O)[C@H](O)[C@H]3O)ccc2c2ccccc12
  A: -1; B: -2; C: 0; D: -2; E: 2; F: -1; G: 0.4; H: -5; I: 0; J: -8
8) Cc1nnc(Cl)c2nn(-c3ccccc3)c(C)c12
  A: 3; B: 3; C: -1; D: -4; E: -1; F: 2; G: -0.4; H: 1; I: 2; J: -1
9) CNC(=O)COC(=O)c1c2c(nc3ccccc13)CCC2
  A: 0; B: 15; C: 6; D: 3; E: 11; F: -4; G: 0.8; H: 1; I: 14; J: 3
10) C[n+]1c2n(c3ccccc31)N=C(c1ccccc1)CS2
  A: -2&-3; B: 1&-3; C: -4&-2; D: 48*; E: 5&4; F: 1&-5; G: 0.4&0.0; H: -4&3; I: 1&-1; J: -28&-30
11) O=C1CC(c2ccccc2F)C2=C(COC2=O)N1 (stereo not drawn)
  A: -4; B: -1; C: -1; D: 0; E: 2; F: 1; G: -0.2; H: -4; I: nt; J: 1
12) COc1cc(O)oc1C=Nc1ccc(C(=O)O)cc1
  A: 5; B: 4; C: 0; D: 0; E: 2; F: 1; G: -6.8; H: -8; I: 1; J: -6
13) COc1cc(/C=N/NC(=O)c2ccc3c(c2)OCCO3)cc(Br)c1O
  A: -3; B: -6; C: -2; D: 6; E: 3; F: 4; G: -11; H: 5; I: 7; J: 3
14) CC(C)[C@@H]1NC(=O)[C@H]2C[C@@]3(c4ccccc4)c4ccccc4N[C@H]3N2C1=O
  A: nt; B: -1; C: 3; D: -4; E: 9; F: -3; G: nt; H: 7; I: nt; J: 4
15) CC(=O)N1CCN(C(=O)c2cc3ccccc3o2)CC1
  A: 2; B: 9; C: -7; D: 4; E: -2; F: 2; G: -0.6; H: -2; I: -1; J: 1
16) CCOC(=O)c1c(NC(=O)CCCN2CCOCC2)sc2c1CC(C)(C)OC2
  A: -9; B: 4; C: -1; D: 2; E: -7; F: 3; G: 1.4; H: 0; I: -3; J: 0
17) CCOc1ccc(C(=O)N2CCc3cc(OC)c(OC)cc3C2)cc1OCC
  A: -6; B: -6; C: 0; D: -1; E: -7; F: -3; G: 0.8; H: -1; I: 1; J: 3
18) CCN1CCN(C(=S)Nc2ccc([N+](=O)[O-])cc2)CC1
  A: -4; B: 2; C: -2; D: -3; E: 4; F: -1; G: 2.4; H: 0; I: -13; J: -3
19) O=C(NC1CCC1)c1ccc(C#Cc2cccc(F)c2)c[n+]1[O-]
  A: nt; B: -2; C: -1; D: -5; E: 1; F: 1; G: nt; H: -8; I: nt; J: -3
20) Fc1ccc2nc(N3CCOCC3)sc2c1
  A: 1; B: -3; C: 3; D: -5; E: -1; F: -3; G: 2.3; H: 1; I: 5; J: 1
21) CC(C)CC1Nc2ccc(C(=O)NCCCN3CCCCC3C)cc2NC1=O (stereo not drawn)
  A: 1; B: -4; C: -2; D: 2; E: 0; F: 0; G: -1.5; H: -1; I: 1; J: 0
22) Cc1nc(SCC(=O)c2ccc(Cl)cc2)c([N+](=O)[O-])[nH]1
  A: 2; B: -2; C: 1; D: 6; E: 10; F: -5; G: -0.9; H: 1; I: -1; J: -3
23) CCOC(=O)/C(N=O)=C(\O)C1CCN(C(=O)OCC)CC1
  A: 6; B: 6; C: 0; D: -3; E: -1; F: 1; G: -0.7; H: 0; I: 6; J: 0
24) CCOc1ccc(NC(=O)c2ccc3c(c2)N(C)CCS3)cc1
  A: 4; B: 0; C: -1; D: -1; E: 5; F: 3; G: -4.2; H: 0; I: -3; J: 0
25) COc1ccc(CCNC(=O)CSc2nnnn2-c2ccc(OC)c(OC)c2)cc1OC
  A: -5; B: -2; C: 3; D: -2; E: -6; F: 1; G: -1.7; H: -4; I: 1; J: 2
26) C/C(Cc1ccccc1)=N\NC(=O)CNC(=O)c1cccc(F)c1
  A: 2; B: 3; C: -4; D: 3; E: -1; F: -4; G: 1.2; H: -3; I: -1; J: 4
27) CN(C)CCCOc1ccc(-c2cccc3nncn23)cn1
  A: 0; B: 4; C: 3; D: -2; E: 0; F: 3; G: -1.1; H: -1; I: nt; J: 0
28) Cc1ccc2ncnc(Nc3ccccc3)c2c1
  A: 8; B: 5; C: 0; D: 1; E: 2; F: -5; G: 1.1; H: -1; I: 0; J: -3
29) Cc1[nH]c2ccc(-c3n[nH]c(=S)n3-c3ccc(Br)cc3)cc2c1C
  A: 6; B: -3; C: 5; D: 26*; E: 20; F: 5; G: 1.0; H: 3; I: -7; J: -4
30) COc1ccccc1C(=O)COC(=O)COc1cccc2c1OC(C)(C)C2
  A: 1; B: -4; C: 4; D: -1; E: -5; F: 2; G: 0.2; H: 2; I: -4; J: -2

# Reprinted from the part before: 2 compounds, then new ones.
# Key to letters: A = TCR CD3 inh; B = mABHD4 FP; C = LEDGF integ inh; D = PRMT1 inh; E = rCAG RNA binder; F = NR1D1 modulator; G = PG9 Ab binder; H = MBD2 DNA inh; I = HTRA1 inh; J = UHRF1 binding
29) Cc1[nH]c2ccc(-c3n[nH]c(=S)n3-c3ccc(Br)cc3)cc2c1C
  A: 6; B: -3; C: 5; D: 26*; E: 20; F: 5; G: 1.0; H: 3; I: -7; J: -4
30) COc1ccccc1C(=O)COC(=O)COc1cccc2c1OC(C)(C)C2
  A: 1; B: -4; C: 4; D: -1; E: -5; F: 2; G: 0.2; H: 2; I: -4; J: -2
31) CCCC(NC(=O)c1ccc(Br)o1)c1nc2ccccc2[nH]1 (stereo not drawn)
  A: -2; B: -3; C: 0; D: 4; E: 0; F: -1; G: -1.6; H: -4; I: -5; J: 4
32) O=C(Nc1ccc(Cl)cc1N1CCOCC1)C1CC1
  A: 5; B: 6; C: -2; D: -2; E: -4; F: 4; G: -1.6; H: 2; I: -2; J: 3
33) O=C(O)C(Cc1ccccc1)N1C(=O)/C(=C/c2cccnc2)SC1=S (stereo not drawn)
  A: -1; B: 8; C: -5; D: 26*; E: 16; F: -5; G: -0.1; H: -4; I: 10; J: 4
34) O=C(O)CCCn1cc(NC(=O)COc2ccc([N+](=O)[O-])cc2)cn1
  A: -1; B: 0; C: 2; D: 1; E: 1; F: -2; G: -2.5; H: 4; I: 7; J: 2
35) COC(=O)N/N=C/c1ccc(-c2ccc(Cl)cc2Cl)o1
  A: -8; B: 2; C: -5; D: 2; E: 8; F: 1; G: -0.2; H: 3; I: -17; J: 2
36) OCCC1CN(Cc2cnn(-c3ccc(F)cc3)c2)CCN1Cc1ccsc1 (stereo not drawn)
  A: 10; B: 10; C: 0; D: -4; E: -8; F: 15; G: 2.4; H: -3; I: 5; J: 2
37) CC(=O)Nc1ccc2c(c1)C(N1CC3CCC(CC3)C1)c1ccccc1-2 (stereo not drawn)
  A: 7; B: -3; C: -3; D: -3; E: 4; F: 13; G: -0.5; H: 1; I: 2; J: 0
38) CCOCCCNC(=S)N1CCC(NC(=O)c2ccco2)CC1
  A: -4; B: -6; C: 3; D: -1; E: 0; F: -4; G: 0.7; H: 2; I: 6; J: 5
39) O=C(NCc1ccco1)C(=O)NCC1OCCCN1S(=O)(=O)c1ccc(Cl)cc1 (stereo not drawn)
  A: 6; B: 1; C: -1; D: -1; E: 0; F: -2; G: -1.3; H: 0; I: -1; J: 0
40) COc1ccccc1-c1ccc(Nc2cccc(C(F)(F)F)c2)nn1
  A: 7; B: -1; C: -2; D: -3; E: 0; F: -3; G: 0.1; H: 1; I: -4; J: -2
41) O=C(NCCc1ccccc1)C(=O)c1c(-c2ccccc2)cc2ccccn12
  A: 4; B: -1; C: 1; D: -4; E: -6; F: 1; G: -0.2; H: 4; I: -1; J: 4
42) COC(=O)N/N=C(\C)c1ccc(OC(F)F)cc1
  A: -1; B: 0; C: 0; D: -2; E: 0; F: 0; G: 0.7; H: 1; I: 7; J: 17
43) Cc1nc(SCC(=O)NCC(F)(F)F)c2c(-c3cccs3)csc2n1
  A: -3; B: -1; C: 2; D: 2; E: 1; F: 7; G: 1.6; H: 0; I: -5; J: 13
44) Cc1c(-c2ccccc2)n(O)[n+]([O-])c1-c1ccccc1
  A: 4; B: 13; C: -1; D: 2; E: 3; F: -4; G: 1.6; H: 7; I: 1; J: -2
45) Cc1ccc(Nc2nc3c(c(=O)[nH]2)CCCC3)cc1
  A: 0; B: -1; C: 5; D: 4; E: 5; F: -4; G: 0.0; H: 1; I: 4; J: 4
46) Cc1cc(N2C(=O)C(O)=C(C(=O)c3ccco3)C2c2cccc(Oc3ccccc3)c2)no1 (stereo not drawn)
  A: 0; B: 5; C: 1; D: 2; E: 58*; F: -1; G: 4.7; H: 3; I: -13; J: 0
47) COc1cc(NC(=O)Cn2ncc(Cl)c(Cl)c2=O)c(C)cc1[N+](=O)[O-]
  A: -1; B: 9; C: -2; D: 7; E: 8; F: -4; G: 1.2; H: 0; I: 6; J: 3

# Structures listed above marked active in PRMT1 inh.
item	SMILES	TCR CD3 inh	mABHD4 FP	LEDGF integ inh	PRMT1 inh	NR1D1 modulator	PG9 Ab binder	MBD2 DNA inh	HTRA1 inh	UHRF1 binding
10	C[n+]1c2n(c3ccccc31)N=C(c1ccccc1)CS2	-2&-3	1&-3	-4&-2	48*	1&-5	0.4&0.0	-4&3	1&-1	-28&-30
29	Cc1[nH]c2ccc(-c3n[nH]c(=S)n3-c3ccc(Br)cc3)cc2c1C	6	-3	5	26*	5	1.0	3	-7	-4
33	O=C(O)C(Cc1ccccc1)N1C(=O)/C(=C/c2cccnc2)SC1=S (stereo not drawn)	-1	8	-5	26*	-5	-0.1	-4	10	4

# These rows are one share of the data; rates above refer to the full screens.
